Source: PubChem (Sanford-Burnham Center for Chemical Genomics)
NadD inh – blocks S. aureus nicotinate mononucleotide adenylyltransferase. 360,000 compounds, 0.78% hits. inhibition, % at 20 µM. AID 602399. purified NadD enzyme, colorimetric absorbance read-out; in the data active means inhibition above about 26%; further: some compounds past the cut are filed as inactive
MT1-MMP act inh – MT1-MMP (human) activation inhibition | HT1080 RFP-PRO-GFP cells, GFP/RFP ratio fluorescence, overnight; percent of plate control window, DMSO zero | GFP/RFP ratio change, % at 20 µM | 360,000 compounds, 0.061% hits;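 active means GFP/RFP ratio change of at least 30% with cell ATP level not reduced by more than half and red fluorescence within 50% of control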; further: strong numbers were not always called active
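Test system: HT1080 RFP-PRO-GFP cells; Benchmarks: DMSO and RFP-L50D-GFP cell wells; Timing: cells overnight before dosing, compound overnight, 37 °C, 5% CO2; Compound: one 20 µM compound dose with 1% DMSO; Read-out: GFP/RFP fluorescence ratio.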
LMPTP block – blocks human LMPTP phosphatase; AID 651560; inhibition, % at 20 µM; recombinant LMPTP-A, OMFP fluorogenic substrate, fluorescence intensity; 360,000 compounds, 0.22% hits;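 active means compounds that cut the enzyme signal by at least half of the control window in the single-dose screen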;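 further: plate controls were DMSO wells with enzyme plus substrate for no effect and substrate without enzyme for full effect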
Target sequence (P24666 whole entry, looked up): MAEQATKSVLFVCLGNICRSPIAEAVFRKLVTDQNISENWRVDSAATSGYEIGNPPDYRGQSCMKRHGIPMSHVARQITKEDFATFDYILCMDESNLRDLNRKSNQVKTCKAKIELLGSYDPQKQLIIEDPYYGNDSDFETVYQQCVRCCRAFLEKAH
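test system = LMPTP-A | amount = 0.625 nM LMPTP-A final | reagent = fluorogenic phosphatase substrate OMFP at 400 µM final | incubation = 50 min at room temperature | benchmarks = no-enzyme low control, uninhibited high control | medium = Bis-Tris pH 6.0, DTT, detergent | signal = fluorescence intensity of OMFP turnover product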
Rpn11 inh – Rpn11 (human) deubiquitinase inhibition. O00487. human 26S proteasome, Ub4-pepOG fluorescence polarization; 20S core pre-blocked with epoxomicin. calls only at 20 µM. 360,000 compounds, 0.59% hits. AID 588493;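 active means inhibition at 20 µM, scaled to each plate's controls, above about 33%, limit read from the data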
Target sequence (O00487 whole entry, looked up): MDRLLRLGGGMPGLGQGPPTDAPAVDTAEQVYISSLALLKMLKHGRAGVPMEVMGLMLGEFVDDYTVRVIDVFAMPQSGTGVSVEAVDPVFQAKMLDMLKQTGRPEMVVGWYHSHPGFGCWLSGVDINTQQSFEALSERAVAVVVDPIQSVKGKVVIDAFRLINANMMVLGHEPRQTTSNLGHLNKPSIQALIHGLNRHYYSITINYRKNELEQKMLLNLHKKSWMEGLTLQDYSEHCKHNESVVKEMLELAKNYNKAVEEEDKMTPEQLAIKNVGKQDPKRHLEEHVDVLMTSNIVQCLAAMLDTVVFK
SUMO1 PPI mod – modulators of human SUMO1-mediated protein-protein interactions. P63165. SUMO1 binding to a labelled peptide, TR-FRET, 1 h. inhibition, % at 20 µM. 360,000 compounds, 0.33% hits; in the data active means inhibition above about 37%
Target sequence (P63165 whole entry, looked up): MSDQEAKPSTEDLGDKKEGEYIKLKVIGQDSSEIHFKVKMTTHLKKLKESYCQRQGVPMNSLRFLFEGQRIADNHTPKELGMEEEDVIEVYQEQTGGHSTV
Scp1 inh – inhibitors of human Scp-1 phosphatase | Recombinant Scp1, phosphopeptide, malachite green phosphate absorbance | inhibition, % at 20 µM | 340,000 compounds, 0.88% hits;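 active means inhibition above about 50% at 20 µM, limit read from the data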;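 further: plate controls were DMSO wells with enzyme for no effect and wells lacking enzyme for full effect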
Target sequence (Q9GZU7 76-261 limits assumed): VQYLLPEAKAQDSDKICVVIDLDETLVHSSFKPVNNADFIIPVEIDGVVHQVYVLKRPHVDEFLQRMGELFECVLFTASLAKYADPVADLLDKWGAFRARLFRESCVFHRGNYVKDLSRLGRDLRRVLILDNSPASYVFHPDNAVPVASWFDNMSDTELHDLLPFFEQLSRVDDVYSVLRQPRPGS
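Assay system: SCP-1 catalytic fragment, aa 76-261 | Buffer or medium: Tris acetate buffer pH 5.5 with MgCl2 and Tween-20 | Compound: One concentration, 20 µM, with 1.0% DMSO | Also added: Phospho 17-mer peptide substrate | Signal: Absorbance at 630 nm | Incubation: 45 min enzyme reaction at room temperature | Measure: % inhibition of SCP-1 phosphate liberation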
STEP block – inhibitors of human striatal-enriched phosphatase STEP | P54829 | inhibition, % at 20 µM | recombinant STEP, OMFP fluorogenic substrate, fluorescence | 360,000 compounds, 0.25% hits;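 active means inhibition at 20 µM, scaled per plate between control wells, above about 37%, limit read from the data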;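 further: 0% = DMSO with enzyme and substrate and 100% = substrate only without enzyme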
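Also added – OMFP at 25 µM · Test system – STEP tyrosine phosphatase · Technique – FITC-channel fluorescence of OMFP product · Schedule – 20 min at room temperature, dark · Evaluation – control-normalized % inhibition with plate pattern correction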
SKN-1 block – blocks SKN-1 activity in C. elegans; inhibition, % at 21.8 µM; 360,000 compounds, 0.49% hits; AID 624304; C. elegans VP596 Pgst-4::GFP/RFP ratio, acrylamide-induced, 24 h;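 active means interference check ratio from 0.5 to 1.5 plus GFP to RFP signal ratio inhibition reaching or exceeding a fixed threshold, cut at about 30% in these data, passing the limit was not always enough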; further: some compounds called inactive have numbers as strong as hits
DNMT1 inh – blocks human DNA methyltransferase DNMT1; 360,000 compounds, 0.83% hits; DNMT1 molecular beacon, Hinp1I cleavage, fluorescence; P26358; inhibition (reported as % activation of signal), % at 10 µM; in the data active means inhibition above about 50%
NRP1-CendR mod – alters CendR peptide binding to human NRP-1. O14786. 360,000 compounds, 0.85% hits. inhibition, % at 25 µM. FAM-RPARPAR peptide binding to NRP-1, fluorescence polarization;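 active means inhibition or corrected inhibition above about 18%, plus a signal ratio from 0.5 to 1.5, limit read from the data, passing the limit was not always enough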; further: strong numbers were not always called active
Numbers without * were called inactive; i = inactive; / = no result given.

item	SMILES	NadD inh	MT1-MMP act inh	LMPTP block	Rpn11 inh	SUMO1 PPI mod	Scp1 inh	STEP block	SKN-1 block	DNMT1 inh	NRP1-CendR mod
1	Cc1ccc(Cc2c(-c3ccc(Cl)cc3)nc3c(Cl)cc(C(F)(F)F)cn23)cc1	5	-3	1.4	i	8	/	1	1	7	3
2	O=C(CCCN1CCN(c2ccccn2)CC1)c1ccc(F)cc1	-5	4	-1.2	i	-6	-6	-2	-8	-1	-5
3	Cc1c2c(nc3ccccc13)OCC2	-2	-2	-0.8	i	0	-1	1	-7	1	13
4	O=S(=O)(Nc1cccc(S(=O)(=O)N2CCCC2)c1)c1ccccc1F	-3	0	-1.4	i	-3	-8	-2	-1	0	16
5	O=C(O)CCc1ccc(-c2cccs2)n1NC(=O)c1ccc(O)cc1	2	-1	0.5	i	6	-3	6	-1	18	-21
6	CCOC(=O)[C@H]1[C@H]2COc3ccccc3[C@@H]2N2C(=O)c3ccccc3NC(=O)[C@@]12C	2	1	-0.3	i	-1	-6	0	13	0	3
7	CC(C)CNC(=O)C(=O)Nc1ccc(N(C)C)cc1	1	3	-1.8	i	1	-3	6	-1	-2	-10
8	CCOc1ccc(N2CC(C(=O)NC3CCSC3=O)CC2=O)cc1 (configuration not stated)	-3	4	-0.5	i	-1	-1	-7	-5	2	9
9	N#CC(c1cccc(Cl)c1)c1ncc(C(F)(F)F)cc1Cl (configuration not stated)	-1	-5	0.3	i	-1	-3	0	6	7	7
10	CN(Cc1cccs1)C(=O)COc1ccc(-c2nnco2)cc1	0	0	-0.4	i	-1	-4	2	-9	-4	7
11	c1ccc(CNc2ncnc3nc[nH]c23)cc1	-3	0	-0.4	i	-5	-9	2	9	0	3
12	O=C(CNS(=O)(=O)c1ccc2ccccc2c1)NCCc1ccccn1	-2	2	-0.9	i	-4	-7	-1	-2	0	6

Part of the list above, with values under each structure.
Order of values – NadD inh | MT1-MMP act inh | LMPTP block | Rpn11 inh | SUMO1 PPI mod | Scp1 inh | STEP block | SKN-1 block | DNMT1 inh | NRP1-CendR mod
1	Cc1ccc(Cc2c(-c3ccc(Cl)cc3)nc3c(Cl)cc(C(F)(F)F)cn23)cc1
  5 | -3 | 1.4 | i | 8 | / | 1 | 1 | 7 | 3
2	O=C(CCCN1CCN(c2ccccn2)CC1)c1ccc(F)cc1
  -5 | 4 | -1.2 | i | -6 | -6 | -2 | -8 | -1 | -5
3	Cc1c2c(nc3ccccc13)OCC2
  -2 | -2 | -0.8 | i | 0 | -1 | 1 | -7 | 1 | 13
4	O=S(=O)(Nc1cccc(S(=O)(=O)N2CCCC2)c1)c1ccccc1F
  -3 | 0 | -1.4 | i | -3 | -8 | -2 | -1 | 0 | 16
5	O=C(O)CCc1ccc(-c2cccs2)n1NC(=O)c1ccc(O)cc1
  2 | -1 | 0.5 | i | 6 | -3 | 6 | -1 | 18 | -21
6	CCOC(=O)[C@H]1[C@H]2COc3ccccc3[C@@H]2N2C(=O)c3ccccc3NC(=O)[C@@]12C
  2 | 1 | -0.3 | i | -1 | -6 | 0 | 13 | 0 | 3
7	CC(C)CNC(=O)C(=O)Nc1ccc(N(C)C)cc1
  1 | 3 | -1.8 | i | 1 | -3 | 6 | -1 | -2 | -10
8	CCOc1ccc(N2CC(C(=O)NC3CCSC3=O)CC2=O)cc1 (configuration not stated)
  -3 | 4 | -0.5 | i | -1 | -1 | -7 | -5 | 2 | 9
9	N#CC(c1cccc(Cl)c1)c1ncc(C(F)(F)F)cc1Cl (configuration not stated)
  -1 | -5 | 0.3 | i | -1 | -3 | 0 | 6 | 7 | 7
10	CN(Cc1cccs1)C(=O)COc1ccc(-c2nnco2)cc1
  0 | 0 | -0.4 | i | -1 | -4 | 2 | -9 | -4 | 7
11	c1ccc(CNc2ncnc3nc[nH]c23)cc1
  -3 | 0 | -0.4 | i | -5 | -9 | 2 | 9 | 0 | 3
12	O=C(CNS(=O)(=O)c1ccc2ccccc2c1)NCCc1ccccn1
  -2 | 2 | -0.9 | i | -4 | -7 | -1 | -2 | 0 | 6

(further entries)
item	SMILES	NadD inh	MT1-MMP act inh	LMPTP block	Rpn11 inh	SUMO1 PPI mod	Scp1 inh	STEP block	SKN-1 block	DNMT1 inh	NRP1-CendR mod
13	COc1ccc(N2CCN(C3CCCN(Cc4cccc(C(C)=O)c4)C3)CC2)cc1 (configuration not stated)	6	0	-0.9	i	2	-2	-2	11	-3	-8
14	COC(=O)c1ccc(OCCOc2ccccc2)cc1	-11	0	-0.9	i	-2	-22	3	-8	3	3
15	Cc1cccnc1C(NC(=O)C1CCN(CCCc2ccccc2)CC1)c1ccc(F)cc1 (configuration not stated)	1	-1	0.7	i	-3	/	-2	5	-5	-5
16	CCOC(=O)c1cc(-c2ccccc2C)n(CC2CC(c3ccc(OC)cc3)=NO2)n1 (configuration not stated)	-5	6	1.7	i	-3	-9	0	22	-7	5
17	COc1ccc(C(C)=O)cc1COC(=O)c1ccc(S(=O)(=O)N(C)C)cc1	-7	6	-0.5	i	-1	-8	0	-9	0	-2
18	COCCNC(=O)c1ccc(Cn2c(SCC(=O)NCC3CCCO3)nc3ccc(Br)cc3c2=O)cc1 (configuration not stated)	3	-3	0.2	i	0	-3	0	5	1	8
19	O=C1NCC(COCc2ccccc2)O1 (configuration not stated)	-1	-1	-2.4	i	-5	-4	1	-8	0	11
20	COC(=O)[C@@]12C[C@@H](CC(=O)NCCCCc3ccccc3)C(=O)N(Cc3ccco3)C1=CCC(C)(C)C2	/	0	2.9	/	8	/	/	1	/	5
21	Cc1ccc(S(=O)(=O)CC(O)COc2ccc(F)cc2Cl)c(C)c1 (configuration not stated)	-8	2	2.3	i	-2	3	3	-12	2	14
22	Cc1ccc(NC(=O)COc2ccc3c(c2)OCO3)c(C)c1	-7	3	-0.9	i	-1	-6	-2	20	4	16*
23	O=C(NCCN1CCOCC1)c1cccc(S(=O)(=O)N(Cc2ccccc2)c2ccccc2)c1	-10	-3	-2.7	i	-1	-4	1	7	-3	5
24	O=C(/C=C/c1ccccc1[N+](=O)[O-])N1CCOCC1	-4	-11	-0.9	i	-18	-3	2	-3	-10	5

Further compounds follow:
item	SMILES	NadD inh	MT1-MMP act inh	LMPTP block	Rpn11 inh	SUMO1 PPI mod	Scp1 inh	STEP block	SKN-1 block	DNMT1 inh	NRP1-CendR mod
25	O=C(O)Cc1ccc(NC(=O)c2ccc(NC(=O)C3CC3)cc2)cc1	-2	-1	0.1	i	1	3	-1	-20	-1	-4
26	CC(=O)c1ccc(N2CCN(C(=O)C3(S(=O)(=O)c4ccc(Cl)cc4)CC3)CC2)cc1	-3	7	-0.1	i	-2	-8	-1	1	2	-6
27	CCC(C(=O)NC1CCCC1)n1c(-c2cc3ccccc3[nH]2)nc2ccccc21 (configuration not stated)	/	-15	0.7	/	-9	/	/	1	/	8
28	CCOc1ccc2nc(SCc3ccc(F)cc3)sc2c1	1	-1	2.8	i	1	-6	-2	14	7	-2
29	COc1cccc(C(=O)Nc2ccc(S(=O)(=O)N3CCN(C)CC3)cc2)c1	-4	2	-0.8	i	2	-5	-1	-7	1	12
30	Cn1c(=O)c2c(n(Cc3ccccc3)c1=O)NC(=O)C2CC(=O)NCc1cccc(Cl)c1 (configuration not stated)	4	10	-1.2	i	4	-2	-2	-5	1	9
31	CCOc1ccc(NC(=O)COC(=O)C2CCC(=O)N2)c([N+](=O)[O-])c1 (configuration not stated)	-3	2	-0.9	i	-32	16	0	-1	-1	0
32	O=C(Nc1ccccc1Cl)NC1(C(=O)N2CCCCC2)CCCCC1	4	-4	-1.7	i	0	-3	4	-4	2	6
33	CC(C)CN1CCC(CN(C)Cc2nc(-c3cnccn3)no2)CC1	-8	6	1.2	i	0	-13	-1	2	-1	4
34	COc1cc(OC)cc(C2=Cc3ccccc3C(CC(C)=O)N2c2ccc(-c3cncnc3)cc2)c1 (configuration not stated)	13	-4	3.9	/	-8	/	/	22	/	5
35	CCOC(=O)c1[nH]c2ccccc2c1NC(=O)c1ccc(S(=O)(=O)N2CCCC2)cc1	2	0	-1.2	i	6	-10	-1	6	-6	7
36	CCOC(=O)c1c(NS(=O)(=O)c2ccc(Br)cc2)sc2c1CCC2	22	-3	2.6	i	18	29	4	20	22	-40

More compounds follow.
item	SMILES	NadD inh	MT1-MMP act inh	LMPTP block	Rpn11 inh	SUMO1 PPI mod	Scp1 inh	STEP block	SKN-1 block	DNMT1 inh	NRP1-CendR mod
37	CCc1ccccc1NC(=S)NCc1cccn1C	5	-1	-1.5	i	4	4	-1	6	-11	-4
38	COc1ccc(-c2cc3c(c4c2ccn4C)C2CCC3C2)cc1 (configuration not stated)	-6	9	2.2	i	-23	/	3	13	4	8
39	COCCn1c(C)cc(C(=O)CSc2n[nH]c(N)n2)c1C	7	2	-1.9	i	0	-5	0	-3	-1	-13
40	CCCNc1cc(C)c(C#N)c2nc3ccccc3n12	-4	0	1.7	i	-2	-9	1	-2	20	-59
41	Clc1ncc2[nH]cnc2n1	-1	3	-1.4	i	0	-9	-2	3	1	-1
42	CNC(=O)NNC(=O)c1csc(Cc2c(Cl)sc3ccc(Cl)cc23)n1	-7	2	0.7	i	5	-2	4	2	-2	-3
43	O=[N+]([O-])c1ccccc1OCCCn1cnc2ccccc21	-3	3	-1.6	i	-8	-9	1	0	2	10
44	O=c1c(-c2ccccc2)nc2ccccc2n1C(c1ccccn1)c1nc2ccccc2[nH]1 (configuration not stated)	/	-1	1.0	/	-16	/	/	12	/	13
45	CCN(CC)CCCC1(CN)OCCc2ccccc21 (configuration not stated)	-3	2	-3.1	i	-4	6	-2	4	3	18
46	COc1ccc2c(CC(=O)OCC(=O)Nc3ccc(C)cc3)coc2c1	-2	-1	1.6	i	9	-3	-1	8	3	-1
